# Screens from PubChem.
# Bcl-B Bim block – disrupts Bim peptide binding to human Bcl-B; inhibition, % at 10 µM; bead-based flow cytometry; Q9HD36; AID 951; 190,000 compounds, 0.073% hits;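 further: 0% = tracer peptide without compound and 100% = reference inhibitor peptide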
# Target sequence (Q9HD36 whole entry, looked up): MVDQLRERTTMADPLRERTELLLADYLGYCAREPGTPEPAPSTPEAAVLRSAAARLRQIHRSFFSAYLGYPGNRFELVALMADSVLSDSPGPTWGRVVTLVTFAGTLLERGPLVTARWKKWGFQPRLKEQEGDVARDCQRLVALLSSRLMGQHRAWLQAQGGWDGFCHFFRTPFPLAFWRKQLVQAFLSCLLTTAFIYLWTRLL
# Bfl-1 Bim block – disrupts Bim binding to human Bfl-1 | Q16548 | Bead-based flow cytometry, Bim-Bfl-1 binding inhibition | inhibition, % at 10 µM | 190,000 compounds, 0.12% hits | AID 1008;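 further: 0% = wells without compound plus tracer and 100% = blocker peptide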
# Bcl-W Bim block – inhibitors of Bim-Bcl-W interaction, human. inhibition, % at 10 µM. Q92843. 190,000 compounds, 0.02% hits. bead-based flow cytometry, Bim peptide-Bcl-W binding;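 further: 0% = bound tracer without compound and 100% = peptide blocker; higher means less fluorescent Bim peptide bound to Bcl-W beads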
# RGS4-Gao reg – modulates binding of RGS4 to human Galphao. binding response (% of control), % at 10 µM. 220,000 compounds, 0.33% hits. Multiplexed bead flow cytometry; actives lie on both sides. AID 1415. P09471; in the data active means binding response below about 49% or above about 150%; inactive means in between;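 further: fluorescent Galphao activated with aluminum fluoride binding bead-coupled RGS4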
# Target sequence (P09471 whole entry, looked up): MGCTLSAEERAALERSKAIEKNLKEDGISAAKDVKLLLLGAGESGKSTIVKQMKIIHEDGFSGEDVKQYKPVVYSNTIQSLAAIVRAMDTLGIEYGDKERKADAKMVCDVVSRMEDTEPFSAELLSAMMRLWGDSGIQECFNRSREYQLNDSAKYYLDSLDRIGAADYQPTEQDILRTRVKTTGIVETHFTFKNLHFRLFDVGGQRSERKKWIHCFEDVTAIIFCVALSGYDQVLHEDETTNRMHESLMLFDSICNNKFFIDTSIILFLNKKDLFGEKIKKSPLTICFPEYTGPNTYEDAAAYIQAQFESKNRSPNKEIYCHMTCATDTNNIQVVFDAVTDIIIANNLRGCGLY
# Mcl1 Noxa PPI – Mcl-1/Noxa interaction inhibition; TR-FRET Mcl-1/Noxa peptide binding, 2 h; 220,000 compounds, 1.5% hits; inhibition, % at 21.7 µM; Q07820; AID 1022;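 active means compounds that cut the protein-peptide binding signal by more than 50% relative to plate controls in a single-dose test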;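 further: His-tagged Mcl-1 with rhodamine Noxa BH3 peptide and terbium anti-His antibody; 0% = Mcl-1 plus Noxa peptide wells and 100% = peptide-only wells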
# Target sequence (Q07820 whole entry, looked up): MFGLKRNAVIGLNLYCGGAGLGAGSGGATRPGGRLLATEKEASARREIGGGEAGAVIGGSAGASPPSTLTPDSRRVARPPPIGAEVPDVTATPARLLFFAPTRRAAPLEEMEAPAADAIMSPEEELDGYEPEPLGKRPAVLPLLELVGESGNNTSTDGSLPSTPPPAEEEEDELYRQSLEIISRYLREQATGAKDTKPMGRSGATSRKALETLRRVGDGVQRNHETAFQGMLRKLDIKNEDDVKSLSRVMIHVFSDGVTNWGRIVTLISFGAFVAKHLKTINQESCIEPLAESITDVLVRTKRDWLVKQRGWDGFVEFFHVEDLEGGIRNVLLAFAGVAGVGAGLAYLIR
# RGS7-Gao reg – human RGS7-Galphao interaction regulation. P09471. Multiplexed bead flow cytometry, RGS7-Galphao binding; actives lie on both sides. binding response (% of control), % at 10 µM. 220,000 compounds, 0.35% hits. AID 1439; in the data active means binding response below about 49% or above about 150%; inconclusive means no clear call, values can overlap the other calls; inactive means in between;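 further: fluorescent Galphao held in activated GDP-AlF4 state binding bead-coupled RGS7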
# Mcl-1 Bim block – human Bim-Mcl-1 interaction inhibition; Q07820; Bead-based flow cytometry, Bim peptide-Mcl-1 binding; inhibition, % at 10 µM; 190,000 compounds, 0.1% hits; AID 1009;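 further: 0% = no compound tracer wells and 100% = peptide blocker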
# RGS8-Gao reg – modulates binding of RGS8 to human Galphao. multiplexed bead flow cytometry; actives lie on both sides. P09471. 220,000 compounds, 0.34% hits. response (percent of control binding), % at 10 µM. AID 1423; in the data active means response below about 60% or above about 140%; inactive means in between;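 further: Galphao activated as the GDP aluminium fluoride complex binding bead-coupled RGS8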
# Bcl-2 Bim block – human Bim-Bcl-2 interaction inhibition; P10415; Bead-based flow cytometry, Bim peptide-Bcl-2 binding; inhibition, % at 10 µM; 190,000 compounds, 0.06% hits; AID 950; in the data active means inhibition above about 40%; inconclusive means no clear call, values can overlap the other calls;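 further: 0% = no compound wells with probe peptide and 100% = reference peptide inhibitor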
# Mcl1 Bid PPI – Mcl-1/Bid interaction inhibition; Q07820; TR-FRET Mcl-1/Bid-Dy647 peptide binding, 1536-well; inhibition, % at 21.7 µM; 220,000 compounds, 0.97% hits;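 active means compounds that cut the binding signal by more than half at the single screening dose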;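 further: His-tagged Mcl-1 with europium anti-His antibody binding Bid BH3 peptide; 0% = Mcl-1 plus peptide wells and 100% = peptide-only wells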
# Bcl-XL Bim block – disrupts Bim peptide binding to human Bcl-XL. bead flow cytometry, fluorescence. inhibition, % at 10 µM. 190,000 compounds, 0.04% hits
# * hit, by the source's call; ? = inconclusive; · = no result given. Unless noted, no stated cut-off is given here; in the data, active means inhibition above about 40%. Random draw from the library. About 2.7% of those tested had a hit in this group.
SMILES,Bcl-B Bim block,Bfl-1 Bim block,Bcl-W Bim block,RGS4-Gao reg,Mcl1 Noxa PPI,RGS7-Gao reg,Mcl-1 Bim block,RGS8-Gao reg,Bcl-2 Bim block,Mcl1 Bid PPI,Bcl-XL Bim block
COc1ccc(Nc2nc(C)cc(C)c2C#N)cc1OC,-2,-9,0,101,18,105,1,101,-6,-37,-2
Cc1[nH]c2c(C)cccc2c1CN1CCC(CO)(Cc2ccccc2)CC1,·,·,·,97,6,?,·,100,·,-22,·
COC(=O)c1sc2ccccc2c1NC(=O)c1cccs1,1,4,1,92,2,94,-2,83,2,-30,4
O=C(CSc1nc(-c2ccccc2F)nc2nc[nH]c12)Nc1c(Cl)cc(Cl)cc1Cl,-11,-4,-6,95,-175,97,-4,104,-4,9,-6
COc1ccc(NC(=O)CNC(=O)c2ccc([N+](=O)[O-])cc2)cc1,-8,-5,-3,98,-5,98,-3,100,-1,-24,-6
CCOC(=O)/C(C#N)=C1\C(=O)N(Cc2ccccc2)c2ccccc21,·,·,·,96,11,?,·,86,·,-15,·
CC(=O)N1CCN(c2ncnc3sc(-c4ccccc4)cc23)CC1,1,2,-2,97,21,99,0,98,1,6,-1
COC(=O)c1cc(NC(=O)c2ccoc2C)cc(C(=O)OC)c1,-10,-20,-7,99,-13,98,-7,101,-13,8,-8
CC(Oc1ccccc1Cl)c1nnc(N)s1 (centres undefined),-7,-11,0,99,0,103,0,101,-10,10,-8
CC1CCN(c2ncnc3ccccc23)CC1,-12,-5,-9,101,42,100,-8,102,0,20,-7
O=[N+]([O-])c1ccc(C[n+]2ccc(Cc3ccccc3)cc2)cc1,-12,-1,1,102,14,106,0,102,0,-27,-6
Cc1ccc(CC2CC(=O)N(C(Cc3ccccc3)C(=O)O)C2=O)cc1 (centres undefined),-3,-5,0,106,20,121,2,104,-1,-32,1
COc1ccc(OCC(=O)N/N=C/c2ccsc2)cc1,-11,-9,-5,102,7,102,-4,104,-5,-47,-10
CN(C)C(=O)N1CCC(C(=O)N2CCCC(C(=O)c3cccc4ccccc34)C2)CC1 (centres undefined),-8,0,0,101,4,100,-25,101,-4,7,-4
Cc1cccc(OCC(=O)Nc2ccc3c(c2)OCO3)c1C,-5,-7,4,98,11,94,0,98,-7,-23,0
Clc1ccc(CSc2nnc(CNc3cccc(Cl)c3)o2)cc1,-11,-12,1,98,8,96,0,98,-9,5,-2
CCCCCCOC(=O)Nc1ccc(S(=O)(=O)Nc2cccc([N+](=O)[O-])c2)cc1,-3,-1,-2,101,3,107,-1,104,0,-19,-2
COc1ccc(-c2nc3cccc(C)n3c2NCc2ccco2)cc1OC,0,-10,3,101,5,102,0,103,0,-20,0
O=C1/C(=C/c2ccccc2)CSc2sccc21,-4,-3,-2,110,-7,110,-3,102,-4,-16,-5
CCCCOC(=O)c1ccc(OC(=O)c2cccnc2)cc1,-7,-14,0,105,1,117,-5,105,-11,-1,-1
O=C(Nc1cccnc1)c1cccc(NC(=O)c2ccco2)c1,-2,-2,2,92,-8,92,1,94,0,-20,0
CCOC(=O)N1CCN(C(=O)CSCC(=O)Nc2nc(-c3ccc(OC)cc3)cs2)CC1,-5,-10,0,103,14,97,-2,100,-7,-16,-1
CCCCOc1ccc(-c2ncc(C(=O)O)c(C)n2)cc1,-4,-6,0,102,7,98,0,99,-3,4,-4
Cc1nc(NC(=O)c2ccccc2[N+](=O)[O-])sc1C(=O)N(C)C,-3,0,-2,98,7,101,-1,87,0,-20,-3
COc1ccccc1N1CCN(C/C=C/c2ccc(N(C)C)cc2)CC1,2,3,3,106,-40,101,0,108,0,-8,0
N#C/C(=C(/O)CSc1n[nH]c(N)n1)c1nc2ccccc2[nH]1,·,·,·,100,-1,?,·,99,·,-117,·
O=C(NC(=S)Nc1ccccc1)c1csnn1,-6,-13,-1,100,16,100,-4,106,-7,1,-6
CCOC(=O)C(C(=O)N1CCOCC1)C1CCCCC1 (centres undefined),-8,-8,0,99,8,99,-2,100,-8,-7,-4
CC(C)CN(CCOc1cccc(N2C(=O)C3=C(CCCC3)C2=O)c1)CC(C)C,-9,-15,-7,107,-2,101,-5,106,-7,-28,-10
O=C(CN1C(=O)C2CC=CCC2C1=O)N1CCN(c2ccc([N+](=O)[O-])cc2)CC1 (centres undefined),·,·,·,95,12,?,·,100,·,-6,·

# Whole records from above.
# Entry for COc1ccc(-c2nc3cccc(C)n3c2NCc2ccco2)cc1OC → Bcl-B Bim block: 0; Bfl-1 Bim block: -10; Bcl-W Bim block: 3; RGS4-Gao reg: 101; Mcl1 Noxa PPI: 5; RGS7-Gao reg: 102; Mcl-1 Bim block: 0; RGS8-Gao reg: 103; Bcl-2 Bim block: 0; Mcl1 Bid PPI: -20; Bcl-XL Bim block: 0
# Entry for O=C(Nc1cccnc1)c1cccc(NC(=O)c2ccco2)c1 → Bcl-B Bim block: -2; Bfl-1 Bim block: -2; Bcl-W Bim block: 2; RGS4-Gao reg: 92; Mcl1 Noxa PPI: -8; RGS7-Gao reg: 92; Mcl-1 Bim block: 1; RGS8-Gao reg: 94; Bcl-2 Bim block: 0; Mcl1 Bid PPI: -20; Bcl-XL Bim block: 0

# (next part)
SMILES,Bcl-B Bim block,Bfl-1 Bim block,Bcl-W Bim block,RGS4-Gao reg,Mcl1 Noxa PPI,RGS7-Gao reg,Mcl-1 Bim block,RGS8-Gao reg,Bcl-2 Bim block,Mcl1 Bid PPI,Bcl-XL Bim block
O=C(COC(=O)c1cc(=O)c2ccccc2o1)NC1CCCCC1,-5,-3,0,104,7,?,-2,101,-4,-7,-1
Cc1ccc(N2C(=O)C(Cl)=C(NCCO)C2=O)c(C)c1,-5,-10,0,99,-1,99,-2,105,-6,-4,-4
CCc1nc(SCC(=O)N2c3ccccc3Sc3ccccc32)c2ccccc2n1,-8,-16,0,103,-1,100,-4,104,-11,-2,-2
Cc1cccc(C)c1-n1c(SCC(=O)Nc2ccc(C(=O)O)cc2)nnc1-c1cccc(S(=O)(=O)N(C)C)c1,-1,0,-3,97,7,96,-2,99,-5,0,-3
CC(C)Cc1ccc(/C(=N/O)C(=O)O)s1,-5,-8,0,100,-3,103,-2,99,-1,-29,-3
CCOC(=O)C1=C(C)NC(=O)NC1C1CC=CCC1 (centres undefined),-8,-9,1,102,-19,103,-2,99,-8,-34,-1
Cc1c(-n2cc(C(=O)c3ccccc3O)cc(C#N)c2=O)c(=O)n(-c2ccccc2)n1C,0,1,0,102,10,102,0,105,1,-29,0
Nc1nc(CCl)nc(N(c2ccccc2)c2ccccc2)n1,·,·,·,104,7,?,·,108,·,-7,·
COc1ccc(/C=N/NS(=O)(=O)c2ccc(F)cc2)cc1COc1cc(F)ccc1[N+](=O)[O-],-3,-7,0,100,-26,99,0,102,0,-12,0
O=C(NC(=S)N1CCN(c2ccc([N+](=O)[O-])cc2)CC1)c1ccco1,0,1,5,102,12,93,3,100,3,-37,3
CN(C(=O)CSc1nnc(Nc2ccccc2)s1)c1c(N)n(Cc2ccccc2)c(=O)[nH]c1=O,2,6,6,93,53*,90,8,93,3,-18,14
Nn1c(SCc2cc([N+](=O)[O-])cc3c2OCOC3)nnc1-c1cccnc1,-7,-1,-4,120,11,?,0,120,-3,-33,-3
O=C(COc1ccc(Cl)cc1Cl)Nc1cccnc1,-2,-3,2,101,1,99,-1,100,-3,3,-1
O=C(CSc1ncnc2c1nnn2Cc1ccc(F)cc1)NC1CCCCC1,-3,-3,-2,100,-4,?,-1,101,-3,-36,-4
CNS(=O)(=O)c1cccc(C(=O)OCC(=O)Nc2sc3c(c2C#N)CCCCC3)c1,8,-4,-2,103,19,103,-3,98,-1,-5,-5
COc1ccccc1N1CCN(C(=O)COc2cc(C)ccc2C)CC1,-2,9,-4,107,-11,100,-5,109,3,-30,-4
CCc1ccccc1NC(=O)CSc1nc(-c2ccccc2)nn1C(=O)c1cccc([N+](=O)[O-])c1,-2,0,-3,103,9,104,-5,102,-4,-17,-2

# 15 of the compounds above, with two lines to a compound.
# Values run as follows: Bcl-B Bim block, Bfl-1 Bim block, Bcl-W Bim block, RGS4-Gao reg, Mcl1 Noxa PPI, RGS7-Gao reg, Mcl-1 Bim block, RGS8-Gao reg, Bcl-2 Bim block, Mcl1 Bid PPI, Bcl-XL Bim block
- CCc1nc(SCC(=O)N2c3ccccc3Sc3ccccc32)c2ccccc2n1
    -8, -16, 0, 103, -1, 100, -4, 104, -11, -2, -2
- Cc1cccc(C)c1-n1c(SCC(=O)Nc2ccc(C(=O)O)cc2)nnc1-c1cccc(S(=O)(=O)N(C)C)c1
    -1, 0, -3, 97, 7, 96, -2, 99, -5, 0, -3
- CC(C)Cc1ccc(/C(=N/O)C(=O)O)s1
    -5, -8, 0, 100, -3, 103, -2, 99, -1, -29, -3
- CCOC(=O)C1=C(C)NC(=O)NC1C1CC=CCC1 (centres undefined)
    -8, -9, 1, 102, -19, 103, -2, 99, -8, -34, -1
- Cc1c(-n2cc(C(=O)c3ccccc3O)cc(C#N)c2=O)c(=O)n(-c2ccccc2)n1C
    0, 1, 0, 102, 10, 102, 0, 105, 1, -29, 0
- Nc1nc(CCl)nc(N(c2ccccc2)c2ccccc2)n1
    ·, ·, ·, 104, 7, ?, ·, 108, ·, -7, ·
- COc1ccc(/C=N/NS(=O)(=O)c2ccc(F)cc2)cc1COc1cc(F)ccc1[N+](=O)[O-]
    -3, -7, 0, 100, -26, 99, 0, 102, 0, -12, 0
- O=C(NC(=S)N1CCN(c2ccc([N+](=O)[O-])cc2)CC1)c1ccco1
    0, 1, 5, 102, 12, 93, 3, 100, 3, -37, 3
- CN(C(=O)CSc1nnc(Nc2ccccc2)s1)c1c(N)n(Cc2ccccc2)c(=O)[nH]c1=O
    2, 6, 6, 93, 53*, 90, 8, 93, 3, -18, 14
- Nn1c(SCc2cc([N+](=O)[O-])cc3c2OCOC3)nnc1-c1cccnc1
    -7, -1, -4, 120, 11, ?, 0, 120, -3, -33, -3
- O=C(COc1ccc(Cl)cc1Cl)Nc1cccnc1
    -2, -3, 2, 101, 1, 99, -1, 100, -3, 3, -1
- O=C(CSc1ncnc2c1nnn2Cc1ccc(F)cc1)NC1CCCCC1
    -3, -3, -2, 100, -4, ?, -1, 101, -3, -36, -4
- CNS(=O)(=O)c1cccc(C(=O)OCC(=O)Nc2sc3c(c2C#N)CCCCC3)c1
    8, -4, -2, 103, 19, 103, -3, 98, -1, -5, -5
- COc1ccccc1N1CCN(C(=O)COc2cc(C)ccc2C)CC1
    -2, 9, -4, 107, -11, 100, -5, 109, 3, -30, -4
- CCc1ccccc1NC(=O)CSc1nc(-c2ccccc2)nn1C(=O)c1cccc([N+](=O)[O-])c1
    -2, 0, -3, 103, 9, 104, -5, 102, -4, -17, -2
